E coli Lon inh = E. coli protease La inhibition; actives 0.42% (n = 360,000); inhibition, % at 7.94 µM; purified E. coli Lon protease, fluorescence polarization; in the data active = inhibition above about 13%, passing the limit was not always enough;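 note: 0% = enzyme with probe and DMSO and 100% = no enzyme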
MsrA inhibitor = inhibitors of bovine MsrA | purified bovine MsrA, absorbance read-out | inhibition, % at 15.5 µM | actives 0.75% (n = 360,000); in the data active = inhibition above about 4.5%;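 note: 0% = vehicle wells with enzyme and 100% = reference inhibitor wells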
PABP1 MLLE inh = blocks PAM2 peptide binding to the PABP1 MLLE domain. GST-MLLE / FITC-PAM2 fluorescence polarization. inhibition, % at 20 µM. AID 588489. actives 0.36% (n = 360,000). P11940; in the data active = inhibition above about 35%, passing the limit was not always enough;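 note: plate controls were DMSO wells with GST-MLLE for no effect and wells lacking GST-MLLE protein for full effect; some results filed as inactive read as strong as hits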
Rin1 Abl inh = inhibitors of human Rin1-Abl protein interaction; P00519+Q13671; TR-FRET Rin1/Abl binding, biochemical; inhibition, % at 7.35 µM; actives 0.4% (n = 360,000); in the data active = inhibition above about 5%, passing the limit was not always enough
MT1-MMP act inh = blocks activation of human MT1-MMP | P50281 | HT1080 RFP-PRO-GFP cells, GFP/RFP ratio fluorescence, overnight; percent of plate control window, DMSO zero | actives 0.061% (n = 360,000) | GFP/RFP ratio change, % at 20 µM;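 active = GFP/RFP ratio change of at least 30% with cell ATP level not reduced by more than half and red fluorescence within 50% of control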; note: strong numbers were not always called active
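Assay system: HT1080 cells carrying an RFP-PRO-GFP reporter | Dosing: Single dose of 20 µM compound, 1% DMSO final | Incubation: Cells overnight before dosing, compound overnight, 37 °C, 5% CO2 | Evaluation: GFP/RFP fluorescence ratio | Control set: DMSO and RFP-L50D-GFP cell wells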
FAS TE block = inhibitors of human fatty acid synthase thioesterase domain | P49327 | recombinant FAS-TE, OMFH fluorogenic substrate, fluorescence endpoint | inhibition, % at 15 µM | actives 0.67% (n = 360,000) | AID 602261;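 active = compounds whose normalised, plate-corrected inhibition of enzyme fluorescence in the single-dose primary screen is 50% or more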;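 note: 0% = DMSO with enzyme and 100% = substrate without enzyme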
CSN deneddyl inh = blocks human CSN-mediated cullin deneddylation | inhibition, % at 12.5 µM | Purified CSN, SCF-Nedd8-OG deneddylation, fluorescence polarization | actives 0.38% (n = 360,000);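 active = pattern-corrected inhibition above about 35%, with an unprinted fluorescence ratio check between 0.5 and 1.5, limit read from the data, passing the limit was not always enough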;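 note: 0% = enzyme with substrate and 100% = substrate without enzyme; some results filed as inactive read as strong as hits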
Target sequence (Q92905 whole entry, looked up, one chain of several): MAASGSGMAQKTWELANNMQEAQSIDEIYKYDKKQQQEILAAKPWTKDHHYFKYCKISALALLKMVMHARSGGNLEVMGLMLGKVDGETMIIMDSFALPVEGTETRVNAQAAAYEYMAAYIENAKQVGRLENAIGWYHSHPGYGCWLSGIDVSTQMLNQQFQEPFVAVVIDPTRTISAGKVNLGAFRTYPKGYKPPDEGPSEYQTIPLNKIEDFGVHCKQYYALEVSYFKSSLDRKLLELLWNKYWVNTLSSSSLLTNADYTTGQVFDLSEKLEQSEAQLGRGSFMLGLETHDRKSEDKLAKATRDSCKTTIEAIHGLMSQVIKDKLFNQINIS
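Assay system: purified human Csn5 enzyme expressed in HEK293T cells; measure: % inhibition; also added: SCFSkp2-Nedd8OG substrate at 10 nM final; technique: fluorescence polarization; times: reaction 90 min, room temperature; medium: Tris buffer pH 7.5, NaCl, DTT, Tween-20, trehalose, ovalbumin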
MsrA act = bovine methionine sulfoxide reductase A activation. purified bovine MsrA, absorbance read-out. activation, % at 10.6 µM. actives 0.3% (n = 360,000); in the data active = activation above about 7.5%;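 note: 0% = vehicle and 100% = reference activator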
Rpn11 block = inhibitors of human proteasome Rpn11 | calls only at 20 µM | O00487 | actives 0.59% (n = 360,000) | human 26S proteasome, Ub4-pepOG fluorescence polarization; 20S core pre-blocked with epoxomicin;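 active = inhibition at 20 µM, scaled to each plate's controls, above about 33%, limit read from the data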
Target sequence (O00487 whole entry, looked up): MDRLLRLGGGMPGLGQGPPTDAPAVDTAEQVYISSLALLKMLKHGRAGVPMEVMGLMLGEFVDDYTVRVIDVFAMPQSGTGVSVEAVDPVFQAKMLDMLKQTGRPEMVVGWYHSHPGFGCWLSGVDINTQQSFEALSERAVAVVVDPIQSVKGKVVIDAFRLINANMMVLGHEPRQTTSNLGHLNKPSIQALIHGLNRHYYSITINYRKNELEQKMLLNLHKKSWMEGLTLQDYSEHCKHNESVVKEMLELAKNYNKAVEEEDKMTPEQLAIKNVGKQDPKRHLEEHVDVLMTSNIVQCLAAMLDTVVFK
* marks the source's active call; other numbers are inactive results; i = inactive; x = not tested or not shown.

cpd | canonical_smiles | CSN deneddyl inh | E coli Lon inh | Rin1 Abl inh | MsrA inhibitor | FAS TE block | Rpn11 block | PABP1 MLLE inh | MT1-MMP act inh | MsrA act
1 | CC(=O)N1CCN(C(=O)COc2ccc(N(C)S(=O)(=O)c3cccs3)cc2)CC1 | 4 | 1 | 0 | -0.1 | -2 | i | 6 | -1 | -3
2 | Cc1ccc(S(=O)(=O)Nc2cc3c(cc2C#N)OCO3)cc1C(N)=O | -2 | -7 | 0 | 0.3 | -3 | i | 6 | 1 | 0
3 | Cc1cc(NC(=O)CCCn2nc([N+](=O)[O-])c(Br)c2C)no1 | 4 | -4 | -2 | 0.6 | 2 | i | 14 | -2 | -3
4 | COCCN(C(=O)C(F)(F)F)C(C(=O)NC1CCCCC1)c1ccco1 (centres undefined) | 0 | -4 | 0 | 0.7 | -4 | i | 8 | 3 | -3
5 | c1ccc(-c2csc(N3CCCCCC3)n2)cc1 | 2 | 10 | -5 | 0.1 | 21 | i | 21 | -13 | -3
6 | N#Cc1c(N)nc2c(c1N)CC(=O)N2c1ccc(Cl)cc1 | -2 | -9 | -4 | x | 1 | i | -4 | 1 | -4
7 | CC(=O)COC(=O)C1CCN(S(=O)(=O)c2cc([N+](=O)[O-])ccc2Cl)CC1 | 10 | -8 | -1 | 0.2 | 3 | i | -13 | -2 | -4
8 | COc1ccc(/C=N/NC(=O)CCn2c3ccccc3c3ccccc32)cc1O | 0 | 7 | -6 | -0.1 | 10 | i | 5 | 5 | -2
9 | COc1ccc(-c2[nH]ncc2CN2CCN(Cc3cccs3)CC2)c(F)c1 | -5 | -16 | 3 | 0.7 | -6 | i | -5 | -1 | -1
10 | CN(C)c1ccc(C(=S)N2CCN(C(=S)Nc3ccccc3)CC2)cc1 | -1 | 7 | 1 | 0.6 | -5 | i | -78 | 1 | -3
11 | CCCNC(=O)C1(C)CCN(Cc2csc(-c3ccc(Cl)cc3)n2)C1 (centres undefined) | -4 | -4 | -2 | -0.3 | 6 | i | -4 | -10 | -2
12 | CCOCCCNC(=O)C1CCCN(S(=O)(=O)c2cccc3nsnc23)C1 (centres undefined) | 2 | 1 | -1 | -0.8 | -2 | i | -16 | 0 | -3
13 | COc1cccc(CNC(=O)COC(=O)CCc2cc(OC)c(OC)c(OC)c2)c1 | -4 | 2 | -1 | -0.6 | -7 | i | -8 | -2 | -1
14 | Cc1csc(CN(C)C(=O)CC2C(=O)NCCN2CC(C)(C)C)n1 (centres undefined) | 0 | 2 | -1 | -0.3 | -1 | i | 25 | -2 | -2
15 | Cc1ccc(NC(=O)C2CC(=O)N(C(C)C)C2)cc1C (centres undefined) | 5 | -8 | 1 | -0.2 | -6 | i | -3 | 2 | -1
16 | N#Cc1ccc(N2C(=O)[C@@H]3C(C(=O)c4cnccn4)=NN[C@@H]3C2=O)cc1 | 2 | -10 | -1 | 0.2 | -7 | i | 11 | -3 | -5
17 | C1CC(CN2CCOCC2)CN(c2nc3nonc3nc2N2CCSCC2)C1 (centres undefined) | 2 | 3 | 0 | 3.7 | 1 | i | 12 | -4 | -7
18 | Cc1[nH]nc2c1C(c1cc(Br)cs1)C(C#N)=C(N)O2 (centres undefined) | -2 | 7 | -1 | 0.5 | -6 | i | 2 | -7 | -2
19 | Cc1nc(CCNC(=O)Cc2ccccc2)cs1 | -4 | 9 | -5 | -0.1 | -3 | i | 5 | 3 | -1
20 | O=C(c1ccc(Cl)cc1)N1N=CCC1(O)c1ccc(Cl)cc1 (centres undefined) | 2 | -8 | 2 | 0.9 | 16 | i | 2 | 2 | -1
21 | CC(C)(C)NC(=O)C(=O)NN=C1CCCCCC1 | -5 | 6 | 1 | 1.9 | -6 | i | -5 | 2 | -3
22 | CCS(=O)(=O)N1CCC(C(=O)N2CCOCC2)CC1 | 2 | 0 | -4 | 0.7 | -9 | i | -10 | 5 | -2
23 | Cc1cccc(NC(=O)Cn2cc(C(=O)c3ccco3)c3ccccc32)c1 | 0 | -5 | -2 | 1.6 | 24 | i | -14 | 13 | -3
24 | C[C@H]1CN([C@@H](C)CO)S(=O)(=O)c2ccc(Br)cc2O[C@@H]1CN(C)C(=O)CCN1CCCCC1 | -6 | -11 | -5 | -0.4 | -12 | i | -7 | 2 | -2
25 | O=C(Nc1ncccc1O)c1cc2ccccc2o1 | -1 | -7 | 1 | 0.8 | -5 | i | 4 | 10 | -4
26 | COc1cccc(S(=O)(=O)N(C)C[C@H]2OCc3cnnn3CCCC(=O)N([C@@H](C)CO)C[C@H]2C)c1 | 6 | -19 | 0 | 0.8 | -7 | i | 0 | 0 | -3
27 | NS(=O)(=O)c1ccc(NC(=O)COC(=O)CCc2nc3ccccc3c(=O)[nH]2)cc1 | -2 | -6 | 1 | -0.1 | -10 | i | -39 | 0 | -1
28 | O=C(N=Nc1c(O)[nH]c2ccccc12)c1cccs1 | -2 | 3 | -3 | 3.8 | -6 | i | 0 | -3 | -5
29 | Cc1ccc(N2C(=O)C(Cl)=C(N3CCCCCC3)C2=O)c(C)c1 | -1 | 5 | 4 | -0.5 | 19 | i | 5 | -3 | -4
30 | Cc1nnc(SCC(=O)c2ccc(Cl)cc2)s1 | -2 | 1 | 2 | -1.3 | 0 | i | 11 | -5 | -1
31 | COc1ccc(/C(O)=C2/C(=O)C(=O)N(CCCN3CCOCC3)C2c2ccc(C(C)C)cc2)cc1 (centres undefined) | -1 | 2 | -1 | 1.8 | 0 | i | -3 | 1 | -3
32 | COC(=O)Nc1ccc(S(=O)(=O)N2CCCc3cccc(O)c32)cc1 | -1 | 16 | 2 | -0.6 | 10 | i | 15 | -6 | -13
33 | CCN(CC)CCC=C(c1cccs1)c1cccs1 | 5 | -7 | -2 | -0.1 | -8 | i | 8 | 2 | -3
34 | CC(=O)Nc1ccc2ccccc2c1[N+](=O)[O-] | -2 | -5 | 0 | 0.2 | -6 | i | 4 | 7 | 0
35 | Cc1cc(Br)cc(Br)c1OCC(=O)NNC(=O)CCC(=O)NCc1ccccc1 | 3 | -2 | 1 | 0.3 | -8 | i | 0 | -3 | -1
36 | Cc1ccc(NC(=O)CN2C(=O)S/C(=C\c3cc(C)n(C)c3C)C2=O)cc1 | 6 | -11 | -1 | 1.2 | -1 | i | 9 | -7 | -2
37 | O=C(O)c1nn2c(C(F)(F)F)cc(-c3cccs3)nc2c1Cl | 1 | -4 | -1 | 3.0 | -9 | i | 1 | 2 | -2
38 | Nc1cccc2c1C(=O)N(CCOc1ccc(F)cc1)C2=O | 6 | 17 | -2 | 0.9 | 2 | i | 13 | -6 | -10
39 | CCC(C)C(NC(=O)OC(C)(C)C)C(=O)NCc1ccco1 (centres undefined) | -1 | -7 | 1 | -0.1 | -2 | i | 3 | -2 | -7
40 | O=C(O)c1ccc(/C=N/NC(=S)NCCN2CCOCC2)cc1 | -1 | -16 | -6 | 6.1* | -1 | i | 10 | -7 | -12
41 | Cc1ccc(S(=O)(=O)Nc2ccc(N3CCOCC3)nc2)cc1 | 2 | -5 | -3 | -1.4 | -5 | i | -15 | -8 | -3
42 | COc1ccc(-n2c(=O)c3c(C)c(C)sc3n(Cc3ccc(F)cc3)c2=O)c(OC)c1 | 7 | -5 | -2 | -0.4 | 22 | i | -20 | -7 | -4
43 | COc1ccc(S(=O)(=O)NCC2CCCN(C(=O)CSC)C2)cc1 (centres undefined) | 2 | 3 | -4 | -0.3 | -4 | i | 7 | 4 | -3
44 | Cc1ccccc1NC(=S)N1CCN(c2ccccc2Cl)CC1 | 0 | -9 | 2 | -0.7 | 13 | i | -83 | -2 | 0
45 | O=c1[nH]c2ccc(NC(=S)NCCc3ccccc3)cc2[nH]1 | 5 | 2 | 0 | -0.8 | -1 | i | -6 | 0 | -1
46 | COc1ccc(CCNC(=O)C(=O)NCCCN2CCOCC2)cc1 | -3 | -2 | -1 | 0.6 | -6 | i | -6 | -3 | -2
47 | Cc1cc(OCC(=O)OCC(=O)N2CCc3ccccc3C2)ccc1Cl | 1 | 1 | -1 | -0.5 | 21 | i | -9 | -1 | -1
48 | O=C(c1ccco1)N1CCCC(c2ccccc2)C1 (centres undefined) | -2 | -2 | -2 | -0.7 | -3 | i | 3 | 2 | -2
49 | COc1cc2cnc(-c3ccccc3F)cc2cc1OC | -2 | -10 | 2 | -0.3 | -8 | i | 2 | -6 | -10
50 | CSC1=N/C(=C\c2ccc3c(c2)OCO3)C(=O)S1 | -1 | -4 | -1 | 0.3 | -3 | i | -25 | -3 | 0
51 | CCCn1nc(NS(=O)(=O)c2cccc3nonc23)c2cc3cccc(C)c3nc21 | 3 | -3 | 1 | 2.6 | 5 | i | -6 | 6 | -1
52 | CC1=NN(S(=O)(=O)c2ccc(Cl)cc2Cl)C(=O)c2ccccc2O1 | -1 | -1 | 0 | -1.5 | 4 | i | 8 | -2 | 0
53 | Cc1cc(C(=O)CSc2nnnn2C)c(C)n1Cc1ccco1 | 2 | 1 | -6 | 0.9 | 3 | i | -15 | 2 | -1
54 | Cc1csc(CNC(=O)c2cc(COc3c(C)cccc3C)on2)n1 | -1 | 3 | -5 | -0.8 | -3 | i | 19 | -6 | 0
55 | COC(=O)c1ccc(C(=O)Nc2nc3cc(N)c(C)cc3s2)cc1 | 8 | 1 | 4 | -1.0 | -7 | i | -16 | -1 | -2

Screening data (PubChem)
